Compound activity (PubChem BioAssay)
C8 TRAIL sens – caspase-8 TRAIL sensitization. actives 1% (n = 360,000). inhibition (viability loss, TRAIL sensitization), % at 10 µM. AID 624354. NB7+C8 cells + TRAIL, ATPlite viability luminescence;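 active means compounds causing at least 50% loss of cell viability in the single-dose screen, relative to plate controls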
NR2E3 ag-1 – NR2E3 (human) agonism; AID 2300; Q9Y5X4; actives 0.12% (n = 320,000); GST-NR2E3/biotin-RetCOR TR-FRET, 1536-well; inhibition of corepressor binding, % at 4.78 µM;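 active means percent inhibition above the cutoff of mean plus 3 SD of all tested compounds, set per screening campaign, cut at about 20% in these data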;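 further: 0% = DMSO wells and 100% = biotin wells as full block of FRET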
Target sequence (Q9Y5X4 whole entry, looked up): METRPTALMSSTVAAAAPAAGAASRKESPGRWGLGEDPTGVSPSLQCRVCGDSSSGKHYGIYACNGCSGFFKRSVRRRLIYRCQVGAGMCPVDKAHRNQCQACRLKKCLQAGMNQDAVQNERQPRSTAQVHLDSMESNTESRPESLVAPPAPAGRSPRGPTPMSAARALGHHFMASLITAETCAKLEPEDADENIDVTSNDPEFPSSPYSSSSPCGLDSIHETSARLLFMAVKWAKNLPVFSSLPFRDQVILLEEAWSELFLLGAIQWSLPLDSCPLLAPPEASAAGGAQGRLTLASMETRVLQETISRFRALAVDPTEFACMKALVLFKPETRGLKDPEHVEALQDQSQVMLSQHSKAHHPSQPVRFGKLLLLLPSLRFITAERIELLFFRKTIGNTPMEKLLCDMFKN
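system = GST-tagged NR2E3 plus biotinylated RetCOR corepressor | input = 1.35 nM GST-NR2E3 | also added = 7 nM biotin-RetCOR | schedule = 5 h incubation at 4 °C | measured by = TR-FRET with europium anti-GST and streptavidin-D2, 340 nm excitation | read-out = percent loss of FRET ratio relative to control wells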
TWEAK Fn14 block – TWEAK-Fn14 signaling inhibition | TWEAK-stimulated Fn14 reporter cells, luciferase luminescence, 8 h | inhibition, % at 10 µM | actives 2% (n = 360,000) | AID 1159606; in the data active means inhibition above about 50%
KKLEB cytotox – reduces viability of KKLEB cystic fibrosis airway cells; KKLEB CF airway cells viability, ATPlite luminescence, overnight; hits give low values; cells stimulated with P. aeruginosa culture filtrate; activity change (cytotoxicity), % at 5 µM; actives 0.36% (n = 360,000);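 active means corrected activity change at or below -50% at 5 µM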
Peg3 prom inh – Peg3 promoter activity inhibition; HeLa PEG-Prom luciferase reporter, luminescence, overnight; inhibition, % at 20 µM; actives 1.7% (n = 360,000);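 active means inhibition of at least 50% at 20 µM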
NR2E3 ag-2 – activates human NR2E3 receptor. CHO-S Gal4-NCOR/VP16-NR2E3 two-hybrid, luciferase. actives 0.35% (n = 360,000). AID 602229. inhibition of corepressor binding, % at 3.98 µM;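 active means inhibition above the mean of all tested compounds plus 3 SD, cut at about 70% in these data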;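 further: 0% = DMSO with NR2E3 transfected cells and 100% = cells lacking NR2E3 construct; higher means lower luciferase signal from less NR2E3 corepressor binding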
CF NFkB inh – cystic fibrosis NF-kB activation inhibition; actives 0.86% (n = 360,000); inhibition, % at 5 µM; KKLEB NF-kB-GFP reporter, PAF-induced, GFP fluorescence overnight;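 active means at least 50% inhibition at 5 µM, scaled per plate between neutral and stimulator controls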;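 further: PAF is a Pseudomonas aeruginosa culture filtrate used as stimulus; plate controls were PAF-stimulated DMSO wells for no effect and unstimulated DMSO wells for full effect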
TRPM1 prom inh – MITF TRPM1 promoter inhibition in SK-MEL-5 cells; actives 0.83% (n = 330,000); inhibition, % at 12.5 µM; AID 488899; SK-MEL-5 TRPM1 promoter luciferase, 24 h;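 active means mean inhibition across replicates of 60% or more, whatever share of single replicates reaches that level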; further: values of inactives mirror those of a sister screen read the other way
TROY NFkB inh – blocks TROY-dependent signaling in reporter cells | Q293 LMP1-TROYcd NF-kB luciferase reporter, 4 h | inhibition, % at 10 µM | actives 0.98% (n = 360,000) | AID 1347056;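 active means compounds whose plate-normalised and pattern-corrected inhibition of the luciferase reporter signal at the single screening dose is 50% or more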
HIF-2a inh – HIF-2a inhibition; 786-0 RCC cells HIF-2a reporter, luciferase luminescence, overnight; inhibition, % at 18.8 µM; actives 0.72% (n = 360,000);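 active means inhibition of the luminescence signal of 40% or more relative to plate controls, in a single-dose primary screen at 18.75 µM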
Shn3 3UTR inh – inhibitors of Schnurri-3 3'UTR reporter in osteoblasts; inhibition, % at 12.5 µM; Clone20 osteoblast Shn3 3'UTR firefly luciferase, 24 h; actives 0.52% (n = 360,000); AID 588674;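 active means mean inhibition of at least 75% with every replicate also reaching 75%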;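 further: 0% = median of neutral control wells and 100% = pilot-screen positive control compound; some compounds past the cut are filed as inactive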
Starred values were filed as active, the others as inactive; · = not tested or not shown.

SMILES,C8 TRAIL sens,NR2E3 ag-1,TWEAK Fn14 block,KKLEB cytotox,Peg3 prom inh,NR2E3 ag-2,CF NFkB inh,TRPM1 prom inh,TROY NFkB inh,HIF-2a inh,Shn3 3UTR inh
COC(=O)[C@H](C)[C@@H]1C[C@@]1(C)[C@@H](NC(=O)OCc1ccccc1)c1ccccc1,2,1,5,-3,21,16,-7,5,-18,8,-14
Cc1ccc(-n2c(Cl)c(Cl)nc(Cl)c2=O)cc1,-8,-3,102*,-94*,103*,45,88*,95*,63*,94*,96*
Cc1ccc(Cn2c(C3CCCN3c3nc(-c4ccc(F)cc4)cs3)nc3cc(C(=O)NCCCO)ccc32)cc1 (configuration not stated),-12,1,13,-17,-17,-19,19,3,-6,2,5
COc1ccc(OC)c(C(=O)C2COC(=O)C2)c1 (configuration not stated),20,-2,11,-1,13,-1,25,9,·,22,2
COC(=O)c1c(C)[nH]c(C(=O)CSc2nnnn2-c2ccccc2)c1C,-2,-1,-21,-12,2,-26,2,3,10,-6,0
CC(=O)c1ccccc1NC(=O)COC(=O)Cc1cccc(C(F)(F)F)c1,2,1,-8,1,1,2,14,·,0,5,35
Cc1ncccc1C(=O)N1CCCC(C(=O)c2ccc3c4c(cccc24)CC3)C1 (configuration not stated),2,1,-6,-6,14,15,17,2,7,8,9
CCn1nc(NS(=O)(=O)c2ccccc2)c2cc3ccc(C)cc3nc21,-1,0,-17,-10,2,-1,10,-6,-3,13,3
Cc1ccc(N2OC3C(=O)NC(=O)C3C2c2ccco2)cc1 (configuration not stated),-12,7,-1,-13,16,5,3,·,-10,16,-21
Cc1ccc(C(=O)NC(C)c2ccccc2)cc1Br (configuration not stated),-7,0,15,3,-13,-8,5,2,-20,-14,10
COc1cccc(NC(=O)c2cccc(OC)c2OC)c1,14,1,-10,4,-222,-93,-9,-58,-56,-241,-64
O=C(Nc1nnc(N2CCCCCC2)s1)c1cc(-c2ccc(Br)cc2)on1,6,-2,2,-6,-9,3,14,-18,3,3,-12
Cc1cc(=O)oc2c(C)c(OCC(=O)N3CCN(c4cccc(Cl)c4)CC3)ccc12,2,4,-50,-19,6,-32,19,6,8,-17,-4
COc1ccc(NC(=O)CC2Oc3ccc(C)cc3NC2=O)cc1 (configuration not stated),0,-1,2,6,7,-24,-25,16,11,-2,0
Cc1cccc(-c2nnc(SCC(=O)N3c4ccccc4CCc4ccccc43)n2C)c1,-11,-1,-2,1,8,-16,-3,4,-5,14,-4
CCN(C(=O)COC(=O)c1cccc(S(=O)(=O)NCc2ccccc2)c1)c1ccccc1,-4,·,-7,2,3,7,9,0,-7,13,31
COc1cccc(CNC(=O)[C@@H]2CCCN2C(=O)[C@H]2CCCCN2C(=O)OC(C)(C)C)c1,-15,·,2,·,·,-1,·,·,-12,-5,·
COc1ccc(CCNC(=O)CSc2nc(O)cc(=O)[nH]2)cc1OC,4,0,-15,-5,0,5,-1,8,-16,15,-8
Cc1ccc(C(=O)C2CCN(C(=S)NCC3CCCO3)CC2)cc1 (configuration not stated),-7,-8,4,-26,-7,-37,-5,1,2,-37,2
COC(=O)COc1ccc(/C=C2/SC(=O)N(CC(=O)N3CCCC3)C2=O)cc1Br,12,0,-7,-4,-11,0,4,5,-4,12,3
CC(C)(C)n1ncc2c(=O)n(Cc3c(F)cccc3Cl)cnc21,6,2,5,-20,-28,-6,18,-13,-8,-79,-12
O=C(NCC(c1ccc(F)cc1)N1CCOCC1)c1cccc(Br)c1 (configuration not stated),-8,0,10,4,-9,8,3,-6,-24,-2,18
Cc1cc(C(=O)COC(=O)CC2Sc3ccccc3NC2=O)c(C)n1-c1ccc2c(c1)OCO2 (configuration not stated),5,2,13,7,-43,-12,-10,-2,14,-68,-23
Cc1ccc(C)c(S(=O)(=O)Nc2ccc3[nH]c(=O)[nH]c3c2)c1,9,2,19,-8,-6,-3,-12,8,-1,12,13
CCOc1ccc(-c2nnc(Nc3ccc(OC)c(C(=O)N4CCCCC4)c3)c3ccccc23)cc1,-1,5,-12,15,31,27,1,-2,21,6,45
CCc1ccc(Nc2n[n+](-c3ccccc3)c(-c3ccc(OCc4ccccc4)cc3)s2)cc1,29,2,83*,1,7,-6,12,9,36,-13,42
CCCCn1c2ccccc2c2nnc(SCCN3CCCCC3)nc21,-3,·,-11,-3,25,-8,-12,7,8,22,9
Cc1c(NC(=O)c2cc(=O)[nH]c(=O)[nH]2)c(=O)n(-c2ccccc2)n1C,12,0,5,-2,10,10,-8,-5,20,8,13
CC(=O)OC(C)[C@H]1CC[C@H]2[C@@H]3CC[C@H]4C[C@@H](OC(C)=O)CC[C@]4(C)C3=CC[C@]12C (some centres not stated),-15,-1,-23,-8,0,1,17,-3,-12,4,-21
CN(C)c1cccc(C(=O)Nc2ccc(N3CCOCC3)cc2)c1,7,2,-5,2,-83,-38,6,-40,-31,-81,-19

Next records follow:
SMILES,C8 TRAIL sens,NR2E3 ag-1,TWEAK Fn14 block,KKLEB cytotox,Peg3 prom inh,NR2E3 ag-2,CF NFkB inh,TRPM1 prom inh,TROY NFkB inh,HIF-2a inh,Shn3 3UTR inh
NN/C(=C\[N+](=O)[O-])Nc1ccc(Cl)cc1,11,-1,-23,9,-35,-89,-7,-12,20,-14,-24
CCOC(=O)C1(Cc2ccccc2C)CCCN(C(=O)CN2CCCCC2=O)C1 (configuration not stated),-11,0,6,11,-15,-39,6,-1,-8,-35,-3
COc1ccc(OCC(=O)Nc2cccc(-c3nc4ccccc4o3)c2)cc1,24,-1,9,0,-248,-128,-5,-38,-38,-239,-48
Cc1cc(=O)oc2cc(OCC(=O)NCCc3c[nH]c4ccc(F)cc34)ccc12,-3,-34,-18,-20,-16,-10,-10,-15,1,7,-16
Cc1ccc(-c2nc3cc(C)c(Br)c(C)n3c2Cc2cccc(F)c2)cc1,3,·,-18,-9,-122,-77,26,·,-23,-104,-47
CCC(C)Sc1ccc([C@H]2N[C@@](CC(C)C)(C(=O)OC)[C@H]3C(=O)N(CC)C(=O)[C@@H]23)cc1 (some centres not stated),16,4,-3,-11,17,-9,24,-15,-15,12,18
O=C(N/C(=C/c1ccco1)C(=O)N1CCc2ccccc21)c1ccco1,-12,-3,11,1,11,-12,3,12,-1,13,-15
O=S(=O)(c1ccc(Br)cc1)N1CCN=C1SCc1cccc(F)c1,3,-3,-1,-7,12,-18,21,-3,2,7,-22
Cc1cc(C(F)(F)F)c2c(n1)sc1c(O)cc(=O)[nH]c12,12,0,-6,12,8,-15,-15,-6,7,7,0
Cc1ccc(S(=O)(=O)N2CCCC2CNC(=O)C(=O)Nc2ccccc2)cc1 (configuration not stated),2,4,3,-3,4,-6,-3,8,19,-15,23
N#Cc1cc2c(=O)n3ccccc3nc2n(-c2ccc(Cl)cc2)c1=O,15,3,0,4,8,0,7,9,9,11,-27
CCOCc1nnc(NC(=O)C2c3ccccc3Oc3ccccc32)s1,10,4,11,7,14,-18,-8,-1,-8,15,4
O=c1[nH]c(C(Cl)(Cl)Cl)nc2ccc3ccccc3c12,2,-2,5,-1,-31,-16,-7,11,-3,-83,20
CCc1ccc(CN2CCCC(C(=O)Nc3ccccc3-c3ccc(OC)cc3)C2)o1 (configuration not stated),4,-1,0,12,13,-1,0,-3,-8,15,15
CC(=O)c1cccc(NC(=S)N2CCCC2)c1,-6,5,4,4,2,-40,11,4,-7,6,12
Cc1cccc(C(=O)NC(NCCc2ccccc2)C(Cl)(Cl)Cl)c1 (configuration not stated),-17,-4,18,0,-183,14,2,-8,6,-22,-2
CC(=O)OCC1=C(C(=O)O)N2C(=O)C(NC(=O)c3ccc(COc4cccc(Cl)c4Cl)o3)C2SC1 (configuration not stated),-7,2,-3,-9,2,-3,22,9,13,-12,10
Cc1ccc(-c2csc(NC(=O)c3ccc(C)o3)n2)cc1,-3,0,5,19,-57,-15,-54,-6,16,-172,4
O=c1cc(-c2ccc3c(c2)OCO3)oc2ccccc12,38,2,-22,2,-259,-74,-23,-51,-66,-245,-77
Cc1cc(C)cc(N(CC(=O)NC2CCCC2)C(=O)C2(C)CC(=O)N=C3C=CC=CN32)c1 (configuration not stated),-12,1,6,6,5,-11,-5,2,10,8,4
COC(=O)c1ccc(C2c3c(oc4ccccc4c3=O)C(=O)N2CCCN2CCOCC2)cc1 (configuration not stated),-9,0,-15,1,-11,-25,10,-6,-9,3,3
O=C(Nc1ccccc1-c1ccccc1)C12CC3CC(CC(C3)C1)C2,-3,0,32,-2,-68,-56,4,-7,45,-99,3
Cn1c(=O)c2sccc2n2c(CCCC(=O)NCc3cccnc3)nnc12,-6,-3,-10,12,12,12,-36,10,-2,6,-5
COc1ccc(COC(=O)C2CC(=O)N(Cc3ccc(C)cc3)C2)cc1 (configuration not stated),3,-2,-4,22,0,12,-17,1,0,2,-17
Cc1c(Cc2ccc3c(c2)OCO3)sc(NC(=O)c2ccc3ccccc3c2)c1C(N)=O,-1,-1,-50,-21,-7,-20,12,·,-30,-12,-5
CCc1ccc(S(=O)(=O)/N=C2\C=C(Nc3cccc(C(=O)O)c3)C(=O)c3ccccc32)cc1,17,4,98*,-46,-153,32,96*,20,-7,-68,15
Cc1cccc(/C=N/NC(=O)c2ccc(NC(=O)c3ccccc3Cl)cc2)n1,-13,2,7,3,4,-39,-5,7,1,9,-4
COc1ccc(/C(N)=N/OC(=O)CCc2ccccc2)cc1OC,-1,0,-13,18,-23,-29,-1,-11,-54,-105,2
COc1cc(C(=O)Nc2ccn(C)n2)ccc1OC(F)F,-4,1,3,2,-49,-37,11,-25,-39,-110,1
CCOC(=O)CSc1ncnc2c1cnn2-c1ccc(Cl)cc1,3,-1,-28,-6,-40,-11,14,-2,-6,-15,-10

The list goes on.
SMILES,C8 TRAIL sens,NR2E3 ag-1,TWEAK Fn14 block,KKLEB cytotox,Peg3 prom inh,NR2E3 ag-2,CF NFkB inh,TRPM1 prom inh,TROY NFkB inh,HIF-2a inh,Shn3 3UTR inh
Cc1c(C(=O)N(Cc2ccco2)Cc2cccs2)oc2ccccc12,-15,-2,5,-19,0,-23,5,18,-18,-32,3
Cc1ccc2[nH]c(=O)c3cc(C(=O)NCCN4CCN(C)CC4)sc3c2c1,2,0,-29,-1,-6,-7,-5,-2,-7,11,-1
O=C(N/N=C/c1cccc(OC(=O)c2ccc([N+](=O)[O-])cc2)c1)c1cccnc1,-11,1,-1,1,17,1,0,8,-2,7,10
Cc1[nH]n(-c2ncc(-c3ccccc3)s2)c(=O)c1C(c1ccc(Cl)cc1)C(C#N)C#N (configuration not stated),-3,2,39,3,3,-1,-4,-7,34,27,14

HIF-2a inh: what is marked active above
SMILES | NR2E3 ag-1 | TWEAK Fn14 block | Peg3 prom inh | NR2E3 ag-2 | CF NFkB inh | TRPM1 prom inh | HIF-2a inh | Shn3 3UTR inh
Cc1ccc(-n2c(Cl)c(Cl)nc(Cl)c2=O)cc1 | -3 | 102* | 103* | 45 | 88* | 95* | 94* | 96*

Not all compounds are listed. The share of hits here may be higher or lower than overall.
